# M1 antag: human CHRM1 antagonism. P11229. CHO-K1 hM1, Fluo-8 calcium fluorescence, ACh EC80 antagonist. inhibition, % at 3 µM. actives 1.3% (n = 360,000);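 active = percent inhibition above its own plate's cutoff, namely the mean of that plate's compound wells plus 3 SD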;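 note: peak over basal fluorescence ratio during 140 s after agonist addition; 0% = ACh EC80 plus DMSO and 100% = DMSO alone without agonist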
# M5 antag: blocks acetylcholine activation of human M5 receptor; P08912; CHO-hM5 cells, Fluo-8 calcium fluorescence, ACh EC80; inhibition, % at 3 µM; actives 0.59% (n = 360,000); AID 624040;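 active = inhibition above a per-plate cutoff, the mean of that plate's test compounds plus 3 SD, cut at about 27% in these data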;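 note: 0% = acetylcholine EC80 with DMSO and 100% = DMSO without agonist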
# Target sequence (P08912 whole entry, looked up): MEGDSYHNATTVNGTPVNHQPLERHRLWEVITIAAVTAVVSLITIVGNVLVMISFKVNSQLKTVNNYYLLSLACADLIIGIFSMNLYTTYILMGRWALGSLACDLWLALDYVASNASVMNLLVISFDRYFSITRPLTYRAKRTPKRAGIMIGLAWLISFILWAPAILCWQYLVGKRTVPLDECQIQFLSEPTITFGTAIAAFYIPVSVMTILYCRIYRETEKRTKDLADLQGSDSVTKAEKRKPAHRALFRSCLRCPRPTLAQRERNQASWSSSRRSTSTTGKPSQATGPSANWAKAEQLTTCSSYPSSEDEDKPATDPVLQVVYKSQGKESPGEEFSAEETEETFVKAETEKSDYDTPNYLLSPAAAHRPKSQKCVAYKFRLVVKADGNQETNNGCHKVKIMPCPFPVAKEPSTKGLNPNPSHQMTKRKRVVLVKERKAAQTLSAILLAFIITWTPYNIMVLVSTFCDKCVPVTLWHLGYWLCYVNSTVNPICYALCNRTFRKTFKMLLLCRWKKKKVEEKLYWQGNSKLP
# M4 antag: blocks acetylcholine activation of human M4 receptor | inhibition, % at 3 µM | CHO-hM4 cells, ACh EC80, Fluo-8 calcium fluorescence | actives 0.73% (n = 360,000) | P08173;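 active = inhibition above its plate's cutoff, the mean inhibition of sample wells plus 3 SD, cut at about 27% in these data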;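 note: 0% = acetylcholine EC80 with DMSO and 100% = DMSO without agonist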
# Target sequence (P08173 whole entry, looked up): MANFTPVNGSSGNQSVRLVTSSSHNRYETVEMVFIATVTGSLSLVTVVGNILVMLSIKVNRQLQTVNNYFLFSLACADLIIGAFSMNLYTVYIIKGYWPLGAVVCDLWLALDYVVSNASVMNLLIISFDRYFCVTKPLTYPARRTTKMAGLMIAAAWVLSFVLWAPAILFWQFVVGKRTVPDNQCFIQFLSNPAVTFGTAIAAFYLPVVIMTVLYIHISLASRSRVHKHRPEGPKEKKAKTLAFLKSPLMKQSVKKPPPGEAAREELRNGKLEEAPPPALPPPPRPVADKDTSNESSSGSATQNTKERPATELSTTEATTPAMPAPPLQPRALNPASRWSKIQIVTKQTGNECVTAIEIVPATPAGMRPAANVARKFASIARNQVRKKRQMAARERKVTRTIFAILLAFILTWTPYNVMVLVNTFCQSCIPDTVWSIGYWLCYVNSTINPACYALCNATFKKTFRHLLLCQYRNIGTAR
# M4 ag: CHRM4 agonism in calcium assay | activation, % at 3 µM | AID 624127 | P08173 | CHO-K1 hM4/Gqi5, Fluo-8 calcium fluorescence; vehicle 0%, full acetylcholine response 100% | actives 0.14% (n = 360,000);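 active = activation above the run mean over all test wells plus 3 SD, cut at about 32% in these data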;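 note: peak over basal fluorescence ratio per well then scaled between controls; 0% = DMSO wells and 100% = acetylcholine at EC100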
# CRFBP-R2 agonist: CRF-BP/CRF-R2 complex agonism; HEK293 CRF-R2/CRF-BP, calcium dye fluorescence (FLIPR); percent of saturating CRF peptide response; AID 588473; activation, % at 13.2 µM; actives 0.46% (n = 350,000);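 active = activation of at least 50%, plus an integration ratio under a set limit after plate pattern correction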;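 note: plate controls were neutral control wells without compound for no effect and CRF at EC100 for full effect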
# M5 ag: agonists of human muscarinic M5 receptor (CHRM5) | AID 624037 | activation, % at 3 µM | P08912 | actives 0.19% (n = 360,000) | CHO-K1 hM5 cells, Fluo-8 calcium fluorescence; 0% DMSO wells, 100% maximal acetylcholine response;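 active = activation above the run's mean over test compounds plus 3 SD, cut at about 23% in these data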;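 note: signal is peak over basal fluorescence ratio across the kinetic read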
# M5 PAM: CHRM5 positive allosteric modulation | P08912 | CHO-K1 hM5, Fluo-8 calcium, ACh EC20 PAM; 0% = ACh EC20, 100% = ACh EC100 | activation, % at 3 µM | actives 0.3% (n = 360,000);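 active = activation above the run cutoff, the mean activation of all test compounds plus 3 SD, cut at about 18% in these data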
#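 System – CHO-K1 hM5 cells · Compound – 3 µM, single dose · Incubation – compound preincubation 140 s before EC20 acetylcholine addition · Technique – Fluo-8 calcium fluorescence · Measure – Max/basal fluorescence ratio as % of EC20–EC100 ACh window · Benchmarks – low control EC20 acetylcholine (0%), high control EC100 acetylcholine (100%) · Replication – singlicate, one well per test compound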
# M4 PAM: CHRM4 positive allosteric modulation; CHO-K1 hM4/Gqi5, Fluo-8 calcium fluorescence, ACh EC20; 0% = ACh EC20, 100% = maximal ACh; activation, % at 3 µM; actives 0.4% (n = 360,000);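 active = activation above its plate's cutoff, the mean activation of sample wells plus 3 SD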; note: some results filed as inactive read as strong as hits
# CHRM1 PAM: potentiates human M1 receptor response to acetylcholine; activation, % at 3 µM; CHO-K1 hM1, Fluo-8 calcium fluorescence, ACh EC20; 0% = ACh EC20, 100% = maximal ACh; P11229; actives 0.088% (n = 360,000); in the data active = activation above about 19%, passing the limit was not always enough
# The depositor's hits bear a star; / = no result given. This is a random part of the collection. About 2.8% of those tested had a hit in this group.
M1 antag,M4 PAM,CHRM1 PAM,M5 antag,M4 antag,CRFBP-R2 agonist,M5 ag,M5 PAM,M4 ag,compound
3,-5,-8,3,-8,-0.2,-5,-13,5,CN(C(=O)COC(=O)c1cc(NS(=O)(=O)c2cc([N+](=O)[O-])ccc2Cl)ccc1O)C1CCCCC1
12,9,-3,-1,-7,-0.5,1,1,0,COCCNC(=O)COc1cccc(Oc2ccccc2)c1
-6,-2,8,0,-5,0.3,-4,-2,0,COc1ccc(-c2cc(C(F)F)n3ncc(C(=O)N4CCCc5ccccc54)c3n2)cc1
-8,-2,17,4,9,0.3,0,2,3,CC(C(=O)N1CCN(Cc2ccc3c(c2)OCO3)CC1)c1ccc([N+](=O)[O-])cc1 (stereo not drawn)
-21,16,-6,-4,-17,-0.6,-5,1,0,C=CCn1c(Cn2nnc3ccccc32)nnc1SCC(=O)N/N=C/c1cc(Br)cc(OC)c1O
9,0,-22,4,3,1.6,-8,1,1,O=C(Nc1ccc(CN2CCCCC2)cc1)c1c(F)c(F)c(F)c(F)c1F
-9,3,11,-7,2,-1.1,-4,4,1,O=C(Nc1ccc2c(c1)CCC2)C1CCN(c2ncccn2)CC1
8,-6,-6,-1,-1,-0.9,0,-9,13,COc1ccc(NC(=O)CCn2c(=O)c3cccn3c3ccccc32)cc1
-13,9,17,-4,-11,/,0,-2,1,CCOC(=O)C1CCCN(C(=O)c2ccc(OC)c(OC)c2)CC1 (stereo not drawn)
18,-9,-12,4,0,-1.1,-2,-3,0,O=C(NCc1ccccc1CN1CCCC1)C1CCN(C(=O)c2ccc(Cl)cc2)CC1
-9,5,8,3,-1,-0.4,-1,-2,0,Cc1nnc2sc(-c3ccc(N(C)C)cc3)nn2c1=O
42*,-8,-19,-2,-5,3.9,13,-5,7,COc1ccc(C(=O)OCC(=O)c2ccc(C)c(S(=O)(=O)N3CCOCC3)c2)cc1OC
-1,2,3,3,-1,3.3,4,-1,0,O=C(O)Cc1ccc(S(=O)(=O)N2CCCC2)s1
-5,4,8,-9,4,-1.0,-1,4,0,O=c1c(N2CCOCC2)nsn1Cc1ccccc1
-10,-3,-1,-8,-3,0.4,0,3,-1,C[C@H]1CCCCO[C@H](CN(C)C(=O)Nc2ccc(F)cc2)[C@@H](C)CN([C@@H](C)CO)C(=O)c2cc(NC(=O)Nc3ccc4c(c3)OCO4)ccc2O1
1,3,6,8,3,-0.1,1,0,-1,COc1ccc(-c2nn(C)c(=O)c3ccccc23)cc1NC(=O)COc1ccc(C)cc1
-3,-8,4,8,-5,1.9,-5,-6,0,COc1ccccc1C1CCCN1Cc1nc(-c2ccc(C)s2)oc1C (stereo not drawn)
-8,-1,10,1,-2,0.0,-4,2,1,O=C(NCCN1CCOCC1)/C(=C\c1ccc(Br)cc1)NC(=O)c1cccs1
-6,4,6,7,-5,-3.0,-3,-5,1,Cc1nnc(SCC(=O)Nc2ccc(S(=O)(=O)Nc3ccc(Cl)nn3)cc2)s1
-20,-4,3,7,-4,32,-9,-2,0,Clc1ccc2c(c1)-c1nnc(Br)n1-c1ccccc1S2
-8,-1,9,-4,-2,0.4,-2,-1,0,CCOc1ccc(NC(=S)NC(=O)/C=C/c2ccc(OC)cc2)c([N+](=O)[O-])c1
-8,-1,2,-5,-3,1.9,-2,6,2,Cc1nc2ccccc2c2oc(C(=O)NCCCN3CCC(C)CC3)cc12
-5,4,7,-4,-8,2.1,0,3,1,Cc1ccc(S(=O)(=O)N2C[C@H]3n4c(=O)ccc(=O)n4C[C@H](OC(=O)NCc4ccccc4)[C@@]3(O)C2)cc1
-5,2,7,-5,7,-4.7,-3,-5,1,COC(=O)C1C(=O)NC(SC)=C(C#N)C1c1ccccc1F (stereo not drawn)
-24,3,4,2,1,-0.7,-3,3,0,O=C(N/N=C/c1cccc([N+](=O)[O-])c1)c1ccncc1
-12,6,8,18,1,-1.2,-3,2,0,O=C(COC(=O)CN1C(=O)c2cccc([N+](=O)[O-])c2C1=O)NC1CCS(=O)(=O)C1 (stereo not drawn)
-3,-1,11,8,5,-2.3,1,3,1,CC(C)N(Cc1ccccc1)C(=S)Nc1ccccc1F
-4,-1,2,12,1,-3.2,2,-3,1,CC(C)OCCCNC(=O)C1CC(=O)N(C2CCCCCCC2)C1 (stereo not drawn)
-15,6,15,0,16,-0.5,4,4,3,CC1(c2ccc(Cl)cc2)NC(=O)N(CC(=O)Nc2ccc(N3CCCCC3)cc2)C1=O (stereo not drawn)
11,-4,-10,15,7,-5.8,-2,-22,0,COc1ccc(-c2nc3c(C(=O)NCCN(C)C)cccc3c3ccccc23)cc1
5,9,4,1,0,-0.1,3,4,-1,CCOc1ccc(S(=O)(=O)N2CCCCC2)cc1NC(=O)Cc1cccs1
-9,2,6,3,7,0.3,3,-2,0,Cc1ccc(C(=O)CC(C(=O)O)c2cn(CCC#N)c3ccccc23)cc1 (stereo not drawn)
-1,3,5,5,9,-0.9,-2,-2,-1,O=C(CCC(=O)c1ccc(Oc2ccccc2)cc1)Nc1cccc(Cl)c1Cl
-11,2,4,-1,-4,-1.2,2,1,1,CC(C)c1nc(SCC(=O)N2CCN(c3ccccc3)CC2)c2c(=O)n(C)c(=O)n(C)c2n1
-9,8,7,-1,2,0.6,-2,-5,3,Cn1cc(C(=O)Nc2ccc(F)c(Cl)c2)cn1
-3,-4,14,12,-8,-1.9,-5,-1,4,COc1cccc(NC(=O)c2ccc(S(=O)(=O)N3CCCC3)cc2)c1

# Rewritten field by field: part of the list above.
CC(C)c1nc(SCC(=O)N2CCN(c3ccccc3)CC2)c2c(=O)n(C)c(=O)n(C)c2n1
  M1 antag = -11	M4 PAM = 2	CHRM1 PAM = 4	M5 antag = -1	M4 antag = -4	CRFBP-R2 agonist = -1.2	M5 ag = 2	M5 PAM = 1	M4 ag = 1
O=C(CCC(=O)c1ccc(Oc2ccccc2)cc1)Nc1cccc(Cl)c1Cl
  M1 antag = -1	M4 PAM = 3	CHRM1 PAM = 5	M5 antag = 5	M4 antag = 9	CRFBP-R2 agonist = -0.9	M5 ag = -2	M5 PAM = -2	M4 ag = -1

# Carrying on.
M1 antag,M4 PAM,CHRM1 PAM,M5 antag,M4 antag,CRFBP-R2 agonist,M5 ag,M5 PAM,M4 ag,compound
2,5,-4,11,13,-3.9,-1,-16,3,COc1ccc(-c2nnn(CC(=O)N(CC(=O)NCCC(C)C)Cc3cccs3)n2)cc1OC
-13,4,19,6,3,3.0,-3,-1,1,CCCOc1ccc(-c2nc(-c3ccc([N+](=O)[O-])cc3)cs2)cc1
-19,3,12,-9,-1,-0.6,3,15,-1,Nc1nc(Sc2ccc([N+](=O)[O-])cc2[N+](=O)[O-])n[nH]1
-7,4,5,-5,-6,0.2,0,0,0,CC(C)CC(c1nnnn1C1CCCCC1)N1CCN(c2ncccn2)CC1 (stereo not drawn)
46*,-17,-27,6,20,-0.1,-9,-34,8,COc1ccc(C(CNC(=O)c2ccc(Cl)c(NC(=O)c3cccs3)c2)N2CCCC2)cc1 (stereo not drawn)
-6,6,7,15,4,0.0,0,-4,2,Cc1ccc(S(=O)(=O)NC(=O)NCCCN2CCOCC2)cc1
7,-1,1,-3,-10,-2.3,2,-5,7,O=C(COC(=O)c1cc(-c2ccccc2)nc2ccccc12)NC1CC1
-6,5,9,5,-2,-0.5,-1,2,3,CSc1cccc(NC(=O)CNS(=O)(=O)c2ccccc2)c1
0,8,3,23,-1,-0.3,0,-8,1,CC(=O)Nc1sc(C)c(C)c1C(=O)OCC(=O)Nc1ccccc1
-7,0,5,-1,6,-0.6,-4,0,1,Cc1ccc2c(c1)NC(=O)C(CC(=O)NCCCN1CCCCC1)O2 (stereo not drawn)
-10,0,8,11,4,-0.8,-3,5,0,COCCN(C(=O)CNC(=O)c1ccco1)C(C(=O)NC1CCCC1)c1ccccc1 (stereo not drawn)
24,-6,-18,12,10,-1.2,-6,-18,0,CC(=O)c1ccc(CCCc2ccc(C(C)=O)cc2)cc1
-1,-4,0,10,4,1.4,-14,1,1,[O-]/C(=C(\C(=S)Nc1cccc2ccccc12)[n+]1ccccc1)c1ccc(OC(F)F)cc1
4,-9,0,-2,6,-0.8,-3,-4,0,Cn1c(=O)cc(SCC(=O)NCc2cccnc2)c2ccccc21
13,12,-4,0,-8,-1.2,0,-1,-1,CCCc1ccc(S(=O)(=O)N2CCN(C(C)C(=O)NC3CCCC3)CC2)cc1 (stereo not drawn)
-1,0,1,1,-5,-3.3,-2,5,1,O=C(c1ccco1)N1CCN(C(=O)c2cc3c(=O)oc4ccccc4c3s2)CC1
-4,-1,2,-1,-9,/,9,-8,13,Cc1c(C(=O)NCc2ccc3c(c2)OCO3)sc(=O)n1Cc1cccc(F)c1
-3,4,8,5,0,-1.1,-8,-9,1,O=C(CCCCCn1c(=O)[nH]c2ccsc2c1=O)N1CCCCC1
-5,16,0,9,-15,-0.2,-3,0,2,COc1cccc(NC(=O)CCNS(=O)(=O)c2cccc3nonc23)c1
-9,-1,6,8,-3,-2.7,-1,3,6,COCCn1c(SCC(=O)c2cc(C)n(C)c2C)nc2ccccc2c1=O
-14,-5,16,-7,-1,-4.8,-2,8,-1,CC(C)C(NS(=O)(=O)c1cccc2nsnc12)C(=O)NC1CCCCC1 (stereo not drawn)
-13,-4,6,5,4,-0.5,5,3,0,Cc1cccc(-n2c(C)c(-c3ccccc3)[nH]c2=S)c1
-12,10,15,0,-6,0.2,5,1,3,COc1ccc(-c2csc(N3CCC(C(N)=O)CC3)n2)cc1
0,-5,-2,1,16,4.0,-1,5,0,CC1CCN(C(c2cc3cc4c(cc3[nH]c2=O)OCO4)c2nnnn2CC2CCCO2)CC1 (stereo not drawn)
-5,5,9,2,0,-1.5,-5,-2,0,CCc1ccc(/C=C2\SC(N3CCOCC3)=NC2=O)cc1
2,-12,-13,13,4,-0.1,-1,-22,10,Cc1cc(Cl)ccc1NC(=S)NCc1ccc(Cl)cc1
-4,-7,6,1,6,0.9,0,5,0,O=C(c1ccc([N+](=O)[O-])o1)N1CCOCC1
-6,6,10,-4,0,-0.8,-2,2,1,Cc1ccc(NC(=O)N2CCCC2C(=O)NCCc2ccccc2)cc1 (stereo not drawn)
-4,2,3,-6,-14,-2.0,-2,3,1,CCOC(=O)c1sc2ncn(/N=C/c3ccc(O)c(OC)c3)c(=O)c2c1C
1,14,-1,1,-11,-0.4,-1,-2,2,COC(=O)C(C)n1cnc2c(nnn2-c2ccc(OC)cc2)c1=O (stereo not drawn)
6,-5,-12,6,4,8.7,-2,3,13,O=C(NCCCN1CCOCC1)c1ccc2c(c1)N(Cc1c(F)cccc1Cl)C(=O)c1ccccc1S2
5,10,-3,-6,-7,0.1,-5,2,1,O=S1(=O)CC(N2CCOCC2)c2ccccc21 (stereo not drawn)
-13,5,14,9,-1,-0.9,0,5,0,O=C(O)CCn1cc(/C=C2\NC(=S)N(c3ccccc3)C2=O)c(-c2ccc(Br)cc2)n1
0,1,4,2,-6,15,-3,0,1,CCCS(=O)(=O)N1CCN=C1SCc1cccnc1

# Record cards, from the list above. Order of values: M1 antag	M4 PAM	CHRM1 PAM	M5 antag	M4 antag	CRFBP-R2 agonist	M5 ag	M5 PAM	M4 ag
# O=C(O)CCn1cc(/C=C2\NC(=S)N(c3ccccc3)C2=O)c(-c2ccc(Br)cc2)n1 is entered as -13	5	14	9	-1	-0.9	0	5	0
# COC(=O)C(C)n1cnc2c(nnn2-c2ccc(OC)cc2)c1=O (stereo not drawn) is entered as 1	14	-1	1	-11	-0.4	-1	-2	2
